# MT stabilize HCS: microtubule stabilization, imaging screen | HeLa tubulin immunostaining HCS, 24 h; share of cells brighter than vehicle mean+2SD | % tubulin-high responders, % at 10 µM | hit rate 0.83% among 200,000 | AID 2205;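 active = plate Z-score above 3 for both tubulin-high and condensed-nucleus cell shares, with cell loss under 80%, at 10 µM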;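 note: anti alpha tubulin signal scored within the nucleus-defined area of each cell; some results filed as inactive read as strong as hits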
# Autophagy HCS: modulators of autophagy; MEF GFP-LC3 puncta imaging; test concentration mostly 10 µM; calls only at 10 µM (by protocol); hit rate 0.98% among 190,000;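 active = percentage of spot-positive cells more than 3 SD above its plate mean, without a fluorescence outlier flag or 80% toxicity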;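 note: spot-positive cell cutoff set from DMSO-treated cells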
# bCat nuc transl: alters nuclear translocation of beta-catenin in HeLa cells; immunofluorescence imaging; nuclear translocation activity, % at 5 µM; hit rate 0.3% among 190,000;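 active = nuclear translocation activity above 50% at 5 µM, with a well cell count of 50 or more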;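 note: per-cell ratio of nuclear to cytoplasmic median beta-catenin stain intensity; plate controls were DMSO negative control for no effect and GSK-3 inhibitor IX positive control for full effect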
#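 System: HeLa cells, endogenous beta-catenin; compound dosing: 5 µM primary single dose, 0.1% DMSO, 0.02–20 µM confirmation series; incubation: 24 h compound exposure at 37°C, 5% CO2; signal: beta-catenin immunofluorescence imaging with DAPI; evaluation: % activation, nuclear-to-cytoplasmic median beta-catenin signal ratio per cell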
# Lipid droplet: hepatic lipid droplet formation modulation | AML12 mouse hepatocytes, oleate lipid droplets, BODIPY imaging | inhibition, % at 6.5 µM | hit rate 0.4% among 240,000;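 active = lipid droplet intensity inhibited by at least 50%, with more than 500 cells counted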
#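 material = mouse AML12 hepatocyte cell line, fixed after treatment | also added = 100 µM oleic acid challenge | doses = compound at 6.5 µM only | schedule = overnight exposure | technique = Image-based BODIPY and DAPI two-channel analysis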
# ER stress rescue: rescue of cells from ER stress-induced death, primary screen, 384-well, CSM14.1, thapsigargin, ATP luminescence (AID 1222); CSM14.1 thapsigargin-induced death rescue, ATP luminescence; higher % means a stronger effect; cellular ATP content (survival), % at 20 µM, or EC50 in µM where a hit was titrated; 190,000 tested, under 10 active;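 active = EC50 below 50 µM in the dose-response confirmation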;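 note: death triggered by thapsigargin at about 15 µM added after 2 h compound pretreatment; cell ATP read after overnight thapsigargin exposure of roughly 18 to 22 hours; normalized against plate controls of thapsigargin alone and 5% DMSO vehicle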
# Dynein transport: blocks dynein driven cargo transport along microtubules; AID 1381; z-score, hits read low; hit rate 0.47% among 220,000; 3617.4 mouse cells, GR-EGFP nuclear translocation imaging; test concentration mostly 20 µM; stimulated with dexamethasone, 1 µM; active compounds read low;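 active = plate z-score of nuclear minus cytoplasmic receptor signal below a set negative limit, without overly bright fluorescence or cell loss, cut at about -3.5 in these data, passing the limit was not always enough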;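 note: z-score of nuclear minus cytoplasmic ring GR-EGFP intensity difference per well; some compounds called inactive have numbers as strong as hits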
#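 Also added: dexamethasone, 1.0 µM final. Medium: tet-free, stripped-serum medium. Detection: fixed, Hoechst-stained cells imaged at 10x for EGFP. Read-out: nuclear-to-cytoplasmic GR-EGFP distribution per well. Times: induction 48 h, compound 1 h, agonist 30 min.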
# Insulin prom up: MIN6 insulin promoter up-regulation | MIN6 insulin promoter-GFP reporter, high-content imaging; active compounds read high | z-score at 5 µM | hit rate 0.3% among 190,000;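 active = z-score above 3 at 5 µM with at least 500 cells counted in the well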
# T cell HTS: T cell immune modulation candidate; 2C CD8+ T cell-vesicle binding, flow cytometry; active compounds read low; calls only at 7 µM; hit rate 0.068% among 330,000; AID 2052;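 active = response, share of CD8 T cells binding vesicles, and their 90th percentile fluorescence all below set limits, cut at about 80% in these data, passing the limit was not always enough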
#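 System: murine 2C transgenic CD8+ T lymphocytes; also added: QL9-loaded Drosophila micro-vesicles; times: binding 1.5 h at 37 °C; measured by: flow cytometry, PE anti-B7-1 (FL2) versus Alexa647 anti-CD8 (FL8), PFA-fixed; control set: Peptide-free naked vesicles (low) and QL9 vesicles with 0.7% DMSO vehicle (high)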
# Salmonella PhoP GFP: inhibitors of PhoP regulon expression, primary screen, Salmonella Typhimurium, GFP reporter (AID 1863); inhibition, % at 50 µM, or IC50 in µM where a hit was titrated; hit rate 0.16% among 300,000; S. Typhimurium PhoP-regulated promoter GFP reporter, 4 h; higher % means a stronger effect;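 active = inhibition over 29.93%, a cutoff 3 SD above the screen mean, later confirmed by dose response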;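 note: 0% = low Mg2+ inducing control and 100% = high Mg2+ repressing control; strong numbers were not always called active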
# Dynein transport cytoplasmic EGFP: second read-out of Dynein transport, no call of its own (marks repeat the call); z-score; measured here: cytoplasmic GR-EGFP intensity; active compounds read high
# Dynein transport nuclear GR-EGFP: recorded beside Dynein transport, whose call it bears; z-score; measured here: nuclear GR-EGFP intensity;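 lower value marks the stronger effect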
# Dynein transport cell count: second read-out of Dynein transport, no call of its own (marks repeat the call); z-score; measured here: cell count per field
# Insulin prom up cell count: recorded beside Insulin prom up, whose call it bears; cell count; measured here: cytotoxicity, nuclei count;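 total cells summed across four imaged fields per well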
# Lipid droplet cells 6.5 µM: second read-out of Lipid droplet, no call of its own (marks repeat the call); cell count; measured here: cell count, cytotoxicity flag;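 cells counted across two imaged fields per well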
# bCat nuc transl cell count 5 µM: recorded beside bCat nuc transl, whose call it bears; cell count; measured here: cell count, cytotoxicity flag
# T cell HTS vesicle-bound %: also measured in T cell HTS; calls as there; double positive events, %; measured here: CD8+ vesicle-bound cell fraction;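 binding gate set so that unloaded-vesicle control wells show 10% double positive cells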
# MT stabilize HCS Hoechst-high %: recorded beside MT stabilize HCS, whose call it bears; % Hoechst-high responders; measured here: nuclear condensation Hoechst responders;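 share of cells brighter than vehicle mean plus two SD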
# MT stabilize HCS cytotoxicity %: also measured in MT stabilize HCS; calls as there; toxicity, %; measured here: cytotoxicity by cell density;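 0% = mean cell density of plate MIN control wells and 100% = no cells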
# Autophagy HCS cell loss 18 h: recorded beside Autophagy HCS, whose call it bears; toxicity, %; measured here: cell loss, nuclei count;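 cell loss after 18 h compound exposure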
# Numbers without * were called inactive; i = inactive; . = no result given; + = active, no number.
# Results follow in this order: MT stabilize HCS	MT stabilize HCS Hoechst-high %	MT stabilize HCS cytotoxicity %	Autophagy HCS	Autophagy HCS cell loss 18 h	bCat nuc transl	bCat nuc transl cell count 5 µM	Lipid droplet	Lipid droplet cells 6.5 µM	ER stress rescue	Dynein transport	Dynein transport cytoplasmic EGFP	Dynein transport nuclear GR-EGFP	Dynein transport cell count	Insulin prom up	Insulin prom up cell count	T cell HTS	T cell HTS vesicle-bound %	Salmonella PhoP GFP
Nc1ncn(C23CC4CC(CC(C4)C2)C3)n1
    0.8	1.0	12	i	7	.	.	-1	778	-0.6%	0.36	-0.39	-0.088	0.49	-0.06	955	i	57	-11%
CCOC(=O)c1c(NC(=O)C2C3C=CC(CC3)C2C(=O)O)sc(C)c1C (stereo unspecified)
    2.2	2.1	3.1	i	16	-2.1	499	-2	533	0.3%	0.0055	-0.24	-0.041	0.58	0.37	1298	i	28	3%
CCS(=O)(=O)c1cc([N+](=O)[O-])c(Sc2ccccc2N)s1
    .	.	.	.	.	-2.4	1184	-12	707	.	-3.4	0.29	-1.6	0.38	0.73	1227	i	43	-9%
CC(=O)Nc1cc(C)c2nc(NC(C)=O)sc2c1
    .	.	.	.	.	0.0	1305	6	657	.	-0.41	-0.26	0.2	0.03	-0.23	1105	i	15	2%
O=C(N/N=C/c1cccnc1)c1ccc2c(c1)OCCO2
    2.5	1.6	2.3	i	14	.	.	6	701	-3.2%	0.4	-0.07	1.1	-1.5	0.53	1053	i	32	6%
CC(=O)/C=C/n1c(=S)oc2ccccc21
    1.9	1.3	9.4	+	65*	-1.4	1134	-8	603	-2.9%	-4.1*	1.1*	-2.5*	-1.6*	-1.3	657	i	34	10%
N#Cc1cc(S(=O)(=O)c2ccc(Cl)cc2)c(N)[nH]c1=O
    1.3	1.0	3.0	i	13	1.4	961	12	647	0.9%	-0.23	1.2	0.27	0.53	0.15	1494	i	48	-1%
Cc1onc(-c2c(Cl)cccc2Cl)c1C(=O)N1C=CC(C(F)(F)F)=NCC1
    1.5	1.4	5.2	i	-3	-4.0	1067	6	647	0.1%	.	.	.	.	0.49	1900	i	20	-5%
Cn1c(CNc2nc3ccccc3n2CCN2CCCCC2)nc2ccccc21
    2.9	1.7	3.8	i	4	-5.0	977	.	.	-1.1%	-1	-0.19	-0.51	1.2	-0.97	845	i	22	9%
CC1=NN(C(=O)Cc2ccc([N+](=O)[O-])cc2)C(O)(c2cccnc2)C1 (stereo unspecified)
    4.0	2.7	9.1	i	14	-0.5	1137	-34	642	-1.0%	-0.36	0.055	-0.39	-0.35	-0.42	1843	.	.	-6%
CCOc1ccc(NC(=O)CC2C(=O)N(C)C(=S)N2Cc2ccco2)cc1 (stereo unspecified)
    2.3	2.9	11	i	-5	-0.6	1099	-8	639	-1.9%	-1.1	-0.21	-0.74	1.6	-0.12	1444	i	31	-8%
Cc1cc(NC(=O)c2cc(C3CC3)on2)no1
    2.7	1.5	8.1	i	-6	0.5	1097	21	732	0.8%	-0.9	-0.15	-0.21	0.64	0.36	1427	i	19	-1%
CCN(CC)S(=O)(=O)c1ccc(C2=NOC3(C2)N(C)c2ccccc2C3(C)C)cc1 (stereo unspecified)
    2.5	3.1	7.1	i	-1	.	.	-35	645	-0.2%	-0.98	-0.14	-0.61	0.41	0.13	1026	i	60	-16%
CCOc1ccccc1NC(=O)C1Cc2ccccc2CN1S(C)(=O)=O (stereo unspecified)
    2.9	2.4	11	i	-5	0.2	1410	.	.	1.7%	1.9	-0.26	0.54	0.19	-0.34	1614	i	55	1%
COc1cccc(C(=O)N2CCC(O)(c3cccnc3)CC2)c1
    1.3	3.7	9.2	i	-4	-0.1	1583	1	707	1.7%	0.89	-0.076	0.49	-0.22	-0.33	1478	i	42	-1%

# Of the compounds above, these contain a nitro group on carbon:
# Results follow in this order: MT stabilize HCS	MT stabilize HCS Hoechst-high %	MT stabilize HCS cytotoxicity %	Autophagy HCS	Autophagy HCS cell loss 18 h	bCat nuc transl	bCat nuc transl cell count 5 µM	Lipid droplet	Lipid droplet cells 6.5 µM	ER stress rescue	Dynein transport	Dynein transport cytoplasmic EGFP	Dynein transport nuclear GR-EGFP	Dynein transport cell count	Insulin prom up	Insulin prom up cell count	T cell HTS	T cell HTS vesicle-bound %	Salmonella PhoP GFP
CCS(=O)(=O)c1cc([N+](=O)[O-])c(Sc2ccccc2N)s1
    .	.	.	.	.	-2.4	1184	-12	707	.	-3.4	0.29	-1.6	0.38	0.73	1227	i	43	-9%
CC1=NN(C(=O)Cc2ccc([N+](=O)[O-])cc2)C(O)(c2cccnc2)C1 (stereo unspecified)
    4.0	2.7	9.1	i	14	-0.5	1137	-34	642	-1.0%	-0.36	0.055	-0.39	-0.35	-0.42	1843	.	.	-6%

# Remaining list, next part.
# Results follow in this order: MT stabilize HCS	MT stabilize HCS Hoechst-high %	MT stabilize HCS cytotoxicity %	Autophagy HCS	Autophagy HCS cell loss 18 h	bCat nuc transl	bCat nuc transl cell count 5 µM	Lipid droplet	Lipid droplet cells 6.5 µM	ER stress rescue	Dynein transport	Dynein transport cytoplasmic EGFP	Dynein transport nuclear GR-EGFP	Dynein transport cell count	Insulin prom up	Insulin prom up cell count	T cell HTS	T cell HTS vesicle-bound %	Salmonella PhoP GFP
CCOC(=O)C(=Cc1ccc(-c2ccsc2C(=O)OC)o1)C(=O)OCC
    3.4	1.9	4.9	i	17	.	.	.	.	0.8%	0.087	-0.24	-0.61	0.38	.	.	i	25	-11%
O=C(Nc1ccc(-n2cnnn2)cc1)c1cn2ccccc2n1
    .	.	.	.	.	-5.9	1151	3	718	.	0.62	-0.22	0.43	-0.21	-0.33	1342	i	29	-2%
CC(=O)N(c1ccccc1)C(C)c1nc(C#N)c(C#N)nc1C (stereo unspecified)
    3.4	2.3	1.3	i	10	.	.	-6	653	-4.6%	-1.2	-0.13	-0.95	-0.069	0.31	1193	i	39	-3%
COc1ccc(-c2csc3nc(C)nc(N4CCN(c5ccc(C(C)=O)cc5)CC4)c23)cc1OC
    1.6	1.9	12	i	-31	-1.7	1041	-7	686	9.6%	-1.1	-0.13	-0.51	0.36	-2	1086	i	23	-2%
CCCC(NS(=O)(=O)c1ccc(C)cc1)C(=O)O (stereo unspecified)
    2.4	0.9	8.5	i	-13	.	.	.	.	-0.6%	2.4	0.15	1.2	-1	-0.9	786	i	35	5%
CCN(CC)C(=O)Cn1cc(C(=O)C(=O)NCC2COc3ccccc3O2)c2ccccc21 (stereo unspecified)
    2.0	2.6	3.7	i	-4	2.1	1085	0	657	0.1%	-0.87	-0.19	-0.39	0.69	-0.59	1143	i	58	-4%
COc1ccccc1NC(=O)COc1ccc(Br)cc1CNCCCN1CCOCC1
    3.4	1.7	0.0	i	13	-3.7	1087	-11	638	-2.0%	-0.34	0.29	0.044	0.35	-0.69	1586	i	36	-9%
CCN(CC)S(=O)(=O)c1ccc(N(C)CCc2ccc(OC)c(OC)c2)nc1
    5.4	1.7	7.7	i	10	-2.0	1051	-7	665	-1.5%	-0.31	-0.4	-0.7	0.39	-1.3	1622	i	24	10%
O=C(NC1CCCCCC1)c1ccc(S(=O)(=O)NCc2ccco2)cc1
    2.3	1.3	4.7	i	-3	-6.2	1172	-2	822	-2.9%	0.025	0.044	0.42	-0.22	-0.15	943	i	41	2%
O=C(/C=C/c1ccccc1)CC(=O)c1ccccc1O
    3.0	1.8	2.5	i	16	-1.3	1057	-2	738	-1.2%	-2.4	0.048	-0.96	0.56	0.78	1352	i	31	3%
CCC(C)/C(C)=N/Nc1ccc(S(N)(=O)=O)cc1[N+](=O)[O-] (stereo unspecified)
    4.2	2.4	7.6	i	1	-1.3	1062	13	658	-0.4%	-0.025	-0.21	0.3	0.28	-1.1	1282	i	7	11%
COc1cc(OC)cc(C(=O)Nc2nnc(-c3cccnc3)o2)c1
    2.5	1.6	3.7	i	6	-2.5	1028	0	694	.	0.3	-0.14	0.032	-1	1.4	1370	i	19	4%
CCN=C1SC(C(=O)NCCc2ccccc2)CC(=O)N1CC (stereo unspecified)
    5.4	1.8	15	i	45	-1.9	917	.	.	-1.4%	-0.5	-0.074	-0.087	0.18	2.6	1025	i	25	-2%
COc1cc(NC(=O)CN2C(=O)NC(C)(CC(C)C)C2=O)cc(OC)c1 (stereo unspecified)
    2.4	1.8	19	i	-6	-2.0	1087	11	661	-1.6%	-0.58	-0.2	0.069	1.3	1.1	1996	i	59	8%
CCSC1=NCCN1S(=O)(=O)c1ccc(NC(C)=O)cc1
    4.5	2.2	4.3	i	2	-1.0	1064	10	733	0.6%	0.45	-0.24	0.25	0.28	-0.2	1255	i	12	3%
CC(Oc1ccccc1F)C(=O)NCCN1CCCCC1 (stereo unspecified)
    1.8	2.0	13	i	7	-1.0	1396	.	.	-1.4%	-0.4	-0.2	-0.21	0.34	1.2	1579	i	42	13%
O=C1Nc2ccc(S(=O)(=O)N3CCCC3)c3ccc(S(=O)(=O)N4CCCC4)c1c23
    2.3	2.6	6.1	i	-4	1.0	1087	.	.	1.3%	-0.21	-0.21	0.058	0.11	0.98	1262	i	37	-7%

# Screens: PubChem, several laboratories
